Screening data: PubChem, several laboratories
APP 5'UTR act – activates APP 5'UTR luciferase reporter. SH-SY5Y APP 5'UTR luciferase reporter, luminescence; zero percent = DMSO vehicle wells. activation, % at 2 µM. hit rate 1% among 190,000;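 active = activation above a set limit, based on mean plus 3 SD of controls, cut at about 140% in these data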; note: values of inactives mirror those of a sister screen read the other way
Hsp70 act – switches on Hsp70 transcription; HeLa Hsp70 promoter luciferase reporter, luminescence; scaled: vehicle 0, proteasome-inhibitor control 100%; activation, % at 10 µM; AID 1203; hit rate 0.04% among 200,000;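 active = activation above the mean across all tested compounds plus 3 SD, cutoff set per campaign, cut at about 5.5% in these data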;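 note: 100% = MG132 at 30 µM as the positive control and 0% = DMSO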
DTT redox prof – compounds producing H2O2 with reducing agent – biochemical, NIH compound library profiling, artefact control for MLSCN library redox annotation, primary screen; DTT-dependent redox cycling H2O2, phenol red/HRP absorbance; 100% = 100 µM peroxide control, 0% = buffer; activation, % at 10 µM; hit rate 0.03% among 200,000; AID 878;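 active = activation of at least 50% relative to the plate's high and low controls in the primary single-dose screen; inactive = activation below 50%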;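 note: compound incubated with DTT at 0.8 mM final as the reducing agent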
FLuc inh counter – inhibits firefly luciferase, flagging false hits in luciferase inhibition screens. P08659. ATPLite firefly luciferase biochemical luminescence, 10 min. inhibition, % at 10 µM. hit rate 1.5% among 200,000. AID 1006;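 active = inhibition above about 50% when tested at 10 µM, limit read from the data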
Target sequence (P08659 whole entry, looked up): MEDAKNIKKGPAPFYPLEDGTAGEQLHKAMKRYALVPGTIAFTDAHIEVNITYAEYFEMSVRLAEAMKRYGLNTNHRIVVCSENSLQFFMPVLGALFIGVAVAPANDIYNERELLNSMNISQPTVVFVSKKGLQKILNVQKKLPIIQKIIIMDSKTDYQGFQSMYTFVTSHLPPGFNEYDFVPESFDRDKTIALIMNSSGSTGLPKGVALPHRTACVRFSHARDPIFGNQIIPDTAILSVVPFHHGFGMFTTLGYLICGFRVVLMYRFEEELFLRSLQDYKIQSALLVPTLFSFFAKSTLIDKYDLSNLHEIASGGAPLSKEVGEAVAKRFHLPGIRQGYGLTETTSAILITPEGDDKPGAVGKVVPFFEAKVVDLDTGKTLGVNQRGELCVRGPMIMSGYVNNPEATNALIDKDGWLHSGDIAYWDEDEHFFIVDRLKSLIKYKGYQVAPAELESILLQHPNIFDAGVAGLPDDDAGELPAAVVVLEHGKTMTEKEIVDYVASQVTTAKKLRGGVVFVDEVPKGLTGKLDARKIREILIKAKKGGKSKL
NF-kB expr up – compounds increasing NF-kB expression in human neuronal cells; NF-kB reporter expression; hits give high values; fold change at 12.5 µM; hit rate 1.6% among 190,000; AID 1239; in the data active = fold change above about 3.3
FLuc stim CS – firefly luciferase counter-screen for stimulation assays | P08659 | 200,000 tested, under 10 active | AID 1027 | ATPlite luciferase biochemical, luminescence, 10 min; 0 = ATP-free wells, 1 = DMSO control | activation factor at 10 µM;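 active = luciferase activation factor, scaled between plate controls, of at least 2 with compound at 10 µM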
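test system = cell-free luciferase reagent | medium = PBS as buffer for the ATP substrate | dosing = test compounds dosed from 2 mM stocks in 100% DMSO | incubation = 10 min at ambient temperature | detection = luminescence measurement of luciferase light output | benchmarks = low control with PBS replacing ATP, high control enzyme plus ATP without compound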
STAT1 activator – activators of IFN-gamma induced STAT1 signaling. NIH 3T3 STAT1-luciferase reporter, luminescence; 100% = IFN-gamma alone, no compound. activation (% of control), % at 5.5 µM. hit rate 2.6% among 200,000;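 active = activation above the screen-wide mean activation plus 3 SD, cut at about 130% in these data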;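 note: raw ratio to IFN-gamma control signal so 100% means no change and 0% no light; values of inactives mirror those of a sister screen read the other way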
G6PDH counter – L. mesenteroides G6PDH inhibition counter-screen | AID 1020 | hit rate 0.12% among 200,000 | inhibition, % at 5 µM | Purified L. mesenteroides G6PDH, diaphorase/resazurin coupled fluorescence, 45 min; in the data active = inhibition above about 50%
APP 5UTR inh – APP translation inhibition; hit rate 0.82% among 190,000; inhibition, % at 2 µM; SH-SY5Y APP 5'UTR-luciferase reporter, luminescence;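 active = inhibition above a set limit, derived from the sample mean plus 3 SD, cut at about 45% in these data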; note: values of inactives mirror those of a sister screen read the other way
HMGR II inh – inhibitors of class II HMG-CoA reductase from Enterococcus faecalis. purified E. faecalis HMGR, NADPH absorbance 340 nm kinetic. inhibition, % at 10 µM. hit rate 0.41% among 190,000;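 active = inhibition above a set limit, the median over all tested compounds plus 3 SD, cut at about 9.5% in these data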;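 note: enzyme runs in reverse so mevalonate oxidation gives rising NADPH absorbance; 0% = complete reaction with DMSO and 100% = background rate lacking mevalonate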
An asterisk follows results filed as active; nt = no result given.

Values in the order: FLuc stim CS, HMGR II inh, STAT1 activator, FLuc inh counter, NF-kB expr up, DTT redox prof, Hsp70 act, APP 5'UTR act, G6PDH counter, APP 5UTR inh
O=C(NC12CC3CC(CC(C3)C1)C2)C12CC3CC(C1)CC(n1cnc(Cl)n1)(C3)C2
→ 1.1, -1, 102, -10, 1.2, -3.0, -0.1, 5, 13, -5
S=c1[nH]c2ccc3ccccc3c2[nH]1
→ 1.1, 0, 104, -8, 1.4, -0.1, -0.3, -1, 4, 1
O=C(Cn1c(=O)n(-c2ccccc2)c(=O)c2oc3ccccc3c21)Nc1ccccc1
→ 1, -4, 102, -1, 0.89, 0.5, 0.0, 7, -23, -7
Cc1ccc(-c2noc(COc3ccccc3C)n2)cc1
→ 1, 0, 116, 5, 1.3, 1.0, 0.1, 24, -29, -24
Cc1c(Cl)cccc1NC(=O)CNC(=O)c1ccccc1F
→ 1, -6, 105, -4, 1.1, -0.1, -0.1, 6, 2, -6
CCNc1nc(NCC)nc(-n2nc(C)cc2C)n1
→ 1.1, -6, 106, -8, 0.71, -0.8, -0.1, 18, 11, -18
COCCCNC(=O)CCc1ccccc1
→ 1, -3, 99, -3, 1.1, 0.1, -0.1, -26, 4, 26
O=C(Nc1cc(C(F)(F)F)ccc1Cl)C(Sc1cccc[n+]1[O-])c1ccccc1 (centres undefined)
→ 1.1, -6, 96, -6, 1, -0.8, -0.2, 0, 0, 0
Cc1ccc(S(=O)(=O)NC(=O)c2cc(C)n(CCCN3CCOCC3)c2C)cc1
→ 1, 1, 95, -3, 1.1, -0.1, -0.2, -12, -8, 12
CCOC(=O)C1(CC2CCCCO2)CCN(Cc2c(C)cc(C)cc2-n2cccn2)CC1 (centres undefined)
→ 1, -1, 98, -3, 1.2, -1.4, 0.0, 0, 14, 0
COc1ccc(NC(=O)OCCN2CCN(Cc3ccccc3)CCC2=O)cc1
→ 1.1, -7, 101, -10, 1.2, 0.7, -0.3, 4, 11, -4
CCN(CC)S(=O)(=O)c1ccc(/C=C/C(=O)OCC(=O)c2c(N)n(C)c(=O)n(C)c2=O)cc1
→ 1.2, -3, 93, -17, 0.93, -2.1, -0.3, 20, 5, -20
CCCCS(=O)(=O)C(=C1Nc2ccccc2N1)S(=O)(=O)CCCC
→ 1, -7, 103, -3, 0.88, -0.3, 0.1, -5, 2, 5
O=C(Cn1nnc2ccccc2c1=O)Nc1cc(C(F)(F)F)ccc1N1CCOCC1
→ 1.1, -4, 100, -6, 1.1, 0.2, 0.1, -3, 1, 2
O=C(CN1CCOCC1)Nc1ccc(Oc2ccc(NC(=O)CN3CCOCC3)cc2)cc1
→ 1.1, -5, 99, -6, 1.1, 0.2, 0.1, 27, -3, -27
Cc1ccc2c(c1)c1c3n2CC(=C2C(=O)OC(C)(C)OC2=O)NC3CCC1 (centres undefined)
→ 1, -4, 95, -1, 0.59, 2.4, -0.1, -4, -21, 4
O=C(c1cccs1)N1CCN(S(=O)(=O)Cc2ccccc2)CC1
→ 1.1, 2, 100, -8, 0.96, 0.4, -0.2, -18, 5, 18
O=C(NCCCN1CCCC1=O)c1ccc2c(c1)NC(=O)c1ccccc1S2
→ 1.1, -1, 99, -9, 1.1, -1.7, -0.3, 0, -8, 0
COc1cc(OC)nc(N/N=C(\c2ccccc2)c2ccncc2)n1
→ 1, -2, 106, 0, 1, 0.1, 0.0, -15, 3, 14
CC(C)(C)c1nc2ccccc2c2nnc(SCC(=O)Nc3nccs3)n12
→ 1, 3, 98, -4, 1, 2.8, 0.0, 4, -5, -4
CCOC(=O)CC1=C(C(=O)OCC)C(c2ccncc2)C(C#N)=C(N)O1 (centres undefined)
→ 1.1, -1, 86, -8, 0.94, -1.1, 0.2, -6, -2, 6
Cc1cc2cc(CNS(=O)(=O)c3ccc4ccccc4c3)ccc2n1C
→ 1, -4, 100, -4, 1.1, -0.2, 0.1, 1, -23, -1
Cc1c(Br)c([N+](=O)[O-])nn1CC(=O)Nc1cccc2nonc12
→ 1.1, -3, 94, -5, 1.1, -0.1, -0.1, 41, 5, -41
CCC(C)C(NC(=O)OC(C)(C)C)C(=O)NC(CC(C)C)C(N)=O (centres undefined)
→ 1, 1, 94, -2, 0.91, 2.0, -0.2, 12, 7, -12
COCCNCC(=O)N1CCCCCC1
→ 1, -3, 99, -2, 1.2, 0.2, -0.2, 5, 0, -5
COc1ccc(NC(=O)Nc2ccc(OC)cc2)cc1
→ 1, 0, 115, 2, 1.7, 2.3, -0.1, 10, 7, -10
Cc1cc(NC(=O)C23CC4CC(C2)CC(n2cnc([N+](=O)[O-])n2)(C4)C3)no1
→ 1, 2, 102, -2, 1.2, -1.8, -0.2, 8, 15, -8
O=[N+]([O-])c1ccccc1Sc1nccn1Cc1ccccc1
→ 1.1, -3, 90, -5, 1.3, 0.1, -0.4, -2, -10, 2
O=C(CC1S/C(=N/N=C/c2cccs2)NC1=O)Nc1ccc(Cl)c(Cl)c1 (centres undefined)
→ 1, -9, 106, -3, 0.87, 0.9, -0.2, 9, -19, -9
N#CC1=C(N)OC2=C(C(=O)CCC2)C1C1CC=CCC1 (centres undefined)
→ 1.1, -1, 102, -6, 1.1, -5.0, -0.2, 1, 8, -1
O=S(=O)(c1ccccc1)N1CCCC1c1nc2ccccc2s1 (centres undefined)
→ 1.1, 1, 103, -8, 0.94, 2.3, -0.4, 9, -1, -9
Cc1ccc([N+](=O)[O-])cc1NC(=O)C1CCN(S(C)(=O)=O)CC1
→ 1, 1, 102, -2, 1.3, -0.1, 0.0, -8, 19, 8
CCOCCCNc1nc2c(C)cccn2c(=O)c1/C=C1\SC(=S)N(CC(C)C)C1=O
→ 1.1, 1, 101, -9, 1, 6.7, -0.2, 3, 6, -3
CN(CC(=O)NCC1CCCO1)S(=O)(=O)c1cc(Cl)ccc1Cl (centres undefined)
→ 1.1, -5, 91, -8, 1, -0.1, -0.5, 27, 1, -27
N/C(=N\OC(=O)Cc1cccs1)c1ccc(Br)cc1
→ 0.9, -2, 123, 9, 2.5, -0.6, 0.1, 45, 5, -45
Cc1[nH]c(=O)c(C(=O)c2cc(Cl)ccc2O)cc1C(=O)O
→ 1, -2, 105, -1, 1.1, 0.3, 0.1, 7, 3, -7
COc1ccc(C(=O)NC(=S)Nc2ccc3c4c(cccc24)CC3)cc1OC
→ 1.1, 2, 99, -5, 1.1, 0.3, -0.4, -10, 5, 10
Cc1ccc(Cn2nc(C)c(NC(=O)CSc3nc4c(c(C(F)(F)F)n3)CCc3ccccc3-4)c2C)cc1
→ 1.1, 6, 111, -5, 0.9, 0.7, -0.4, -16, -14, 16
O=C(Cc1c(F)cccc1Cl)N1CCOCC1
→ 1.1, 2, 102, -8, 1.1, 0.5, 0.3, -2, 8, 2
Nc1nonc1C(=O)NCCc1ccccc1
→ 1, 0, 104, -4, 1.5, -0.9, -0.3, 4, 2, -4
COc1ccc(CCNC(=O)COc2ccc(S(=O)(=O)N3CCOCC3)cc2)cc1
→ 1.1, -9, 99, -11, 1, 0.4, -0.3, 11, -7, -11
CCC(CC)C(=O)NC12CC3CC(CC(C3)C1)C2
→ 1, 5, 102, -3, 1.2, 0.1, -0.2, -3, -2, 3
O=C1c2ccccc2C(=O)N1CCc1nc(-c2ccncc2)no1
→ 1.1, -2, 99, -9, 0.53, -0.2, -0.1, -5, 8, 5
COc1ccccc1NC(=O)CSC1CC(=O)N(c2ccc3c(c2)OCO3)C1=O (centres undefined)
→ 1, 0, 98, 2, 0.98, -0.4, 0.1, 9, 12, -9
O=C(O)/C=C\C(=O)Nc1ccc(Oc2ccccc2)cc1
→ 1, 0, 79, 2, 0.88, 3.2, -0.6, 7, 6, -7
COc1ccc(Cc2noc(COc3ccc(Cl)cc3)n2)cc1
→ 1, -4, 95, -3, 0.95, -0.1, -0.4, 1, 7, -1
COc1ccc(N2CCN(c3cc(C)c4cccc(C)c4n3)CC2)cc1
→ 1, 0, 103, -3, 1.2, 8.2, -0.2, 21, -3, -21
CCOC(=O)c1ccc(NC(=O)c2c(NC(=O)CCC(=O)O)sc3c2CCCCC3)cc1
→ 1.1, 3, 101, -6, 1.4, -0.5, -0.4, 20, -1, -20
Cc1ccc(OCC(=O)Nc2c[nH]c(=O)[nH]c2=O)cc1C
→ 1.1, -1, 100, -6, 1.1, -0.2, 0.3, -5, 0, 4
O=C(NC(=S)NCCN1CCOCC1)c1ccccc1Br
→ 1, 2, 95, -3, 1.2, 0.0, -0.3, -10, 0, 10
COc1ccc(S(=O)(=O)N(C)c2ccc(C(=O)N3CCC(C(N)=O)CC3)cc2)cc1
→ 1, -5, 100, -1, 1.2, 0.8, 0.0, -7, -1, 7
COc1ccc(-n2cccc2C=O)cc1
→ 1, -2, 104, -4, 0.96, 0.1, -0.2, 1, 8, -1
O=C(CSc1nc2c(sc3ccccc32)c(=O)n1CCc1ccccc1)NCc1ccco1
→ 1, -1, 100, -1, 1.1, 0.9, -0.2, 3, -3, -2
CN1C=CC=C/C1=C(\C#N)c1nc2ccccc2[nH]1
→ 1, -5, 98, -2, 1.1, 1.0, -0.2, 2, -1, -2
Cc1cc(Br)cn2ccnc12
→ 1, -4, 102, -4, 1.3, -4.5, 0.0, 11, 6, -11
O=C(NCc1ccc(Cl)cc1)C1CCN(S(=O)(=O)c2ccccc2)CC1
→ 1.1, -4, 92, -11, 1, 0.0, -0.3, 16, 13, -16
COc1ccc(-c2csc(N(C)C(=O)c3cccs3)n2)cc1
→ 1, 1, 131*, -4, 1.5, -0.1, -0.3, 73, 10, -73
CCOC(=O)c1c(C)cc(=O)oc1C
→ 1, -4, 100, -2, 1, 0.8, 0.1, 3, -9, -3
CC1(C)CC(CC(=O)O)(c2ccc(F)cc2)CCO1 (centres undefined)
→ 1, -6, 104, -4, 1.1, -1.4, -0.1, -2, 6, 2
CCOC(=O)C1=C(C)NC(SCC(N)=O)=C(C#N)C1c1ccncc1 (centres undefined)
→ 1.1, 0, 104, -7, 0.89, -13, -0.2, nt, 9, nt
